Compound activity deposited in PubChem BioAssay by several laboratories.
Hep lipid drop: hepatic lipid droplet formation modulation; AML12 mouse hepatocytes, oleate lipid droplets, BODIPY imaging; inhibition, % at 6.5 µM; 240,000 tested, 0.4% active; AID 1656;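 active means lipid droplet intensity inhibited by at least 50%, with more than 500 cells counted; inconclusive means wells with under 300 cells, treated as cytotoxic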
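Assay system: AML12 mouse liver cells | Compound dosing: One dose, 6.5 µM compound | Read-out basis: Droplet intensity reduction, % inhibition | Measured by: Fluorescence imaging, 20x objective, two fields per well | Schedule: Overnight treatment with compound plus oleate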
NOD2 inhibition: NOD2 signaling inhibitors, cell-based, luminescence, uHTS, HEK293 (AID 1566); HEK293 NOD2/NF-kB luciferase reporter, luminescence; higher % means a stronger effect; inhibition, % at 4 µM, or EC50 in µM where a hit was titrated; 290,000 tested, 0.63% active; further: many of its hits are not listed in these tables
LYP phosphatase: inhibitors of LYP phosphatase, biochemical, fluorescence intensity, uHTS (AID 1779); recombinant LYP phosphatase, fluorescence intensity; higher % means a stronger effect; inhibition, % at 11.5 µM; hits with a dose series show IC50 in µM; 290,000 tested, 0.054% active;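 further: plate controls were vehicle with enzyme for no effect and no enzyme for full effect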
HIV peptide binding: inhibitors of HIV fusion peptide binding, primary screen, biochemical, uHTS, fluorescence dequenching (AID 1986) | 290,000 tested, 0.3% active | inhibition, % at 20 µM, or IC50 in µM where a hit was titrated | cell-free peptide binding, fluorescence dequenching, 30 min; higher % means a stronger effect; in the data active means inhibition mostly above about 52%, no sharp cut-off; inactive means mostly below about 76%; further: some results filed as inactive read as strong as hits
Myeloid diff 2: myeloid differentiation induction; ER-HoxA9 myeloid progenitors, lysozyme-GFP differentiation, flow cytometry; calls only at 10 µM; 360,000 tested, 1% active;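 active means normalized GFP-positive differentiation at or above the plate's own cutoff, the solvent-only control mean plus 3 SD; inconclusive means no clear call, values can overlap the other calls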;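 further: cells exposed to compound for four days before flow analysis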
Siah-1 displacement: blockers of Siah-1 interaction with plectin peptide – biochemical, fluorescence polarization, rhodamine-plectin, uHTS, primary screen (AID 1817); 290,000 tested, 0.02% active; displacement, % at 20 µM; hits with a dose series show IC50 in µM; Siah-1 / rhodamine-plectin peptide fluorescence polarization; higher % means a stronger effect;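 active means displacement of at least 50% at 20 µM, with a fluorescence ratio check between 0.3 and a set limit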;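 further: plate controls were Siah plus tracer with DMSO for no effect and tracer alone without Siah for full effect; strong numbers were not always called active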
NS5 inhibitors: Dengue-2 NS5 methyltransferase inhibitors, primary screen, biochemical, confirmation dose response (AID 588689); Dengue-2 NS5 methyltransferase capping enzyme assay, biochemical; higher % means a stronger effect; inhibition, % at 25 µM; hits with a dose series show IC50 in µM; 340,000 tested, 0.3% active; in the data active means a potency from the dose series; inconclusive means inhibition above about 29% without an active follow-up result
XIAP displacement: small molecules displacing peptide from XIAP – biochemical, IAP family, fluorescence polarization (AID 1018) | 200,000 tested, 0.007% active | XIAP BIR domain, fluorescence polarization peptide displacement; higher % means a stronger effect | one-dose displacement, % at 20 µM; IC50 in µM for titrated hits; in the data active means displacement above about 50%; further: a part of the inactive calls stands beside numbers as strong as those of hits
AID2073: disruptors of CaV2.2 binding to Mint1 – biochemical, HTRF (AID 2073) | HTRF protein-protein interaction, Mint1-CaV2.2; higher % means a stronger effect | inhibition, % at 20 µM; hits with a dose series show IC50 in µM | 290,000 tested, 0.19% active; in the data active means inhibition mostly above about 51%, no sharp cut-off; inconclusive means no clear call, values can overlap the other calls; inactive means mostly below about 53%; further: some results filed as inactive read as strong as hits
Hep lipid drop cells 6.5 µM: also measured in Hep lipid drop; calls as there; cell count; measured here: cell count, cytotoxicity flag;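 cells counted across two imaged fields per well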
Myeloid diff 2 GFP+ MAC1+ %: recorded beside Myeloid diff 2, whose call it bears; GFP+ MAC1+ double positive, %; measured here: differentiation confirmed by MAC1 staining
Active calls of the source: *; i = inactive; ? = inconclusive; . = not tested or not shown. Unless noted, no stated cut-off is given here; in the data, active means inhibition above about 50%; inactive means the rest. An excerpt; rates above refer to the full screens.

Start of the data: the first 3 entries as a preview:
SMILES | Hep lipid drop | Hep lipid drop cells 6.5 µM | NOD2 inhibition | LYP phosphatase | HIV peptide binding | Myeloid diff 2 | Myeloid diff 2 GFP+ MAC1+ % | Siah-1 displacement | NS5 inhibitors | XIAP displacement | AID2073
O=C(CN(CC1CCCO1)C(=O)CNS(=O)(=O)c1ccc(F)cc1)NCCc1ccccc1 (centres undefined) | -17 | 786 | 11% | -12% | -1.4% | i | 0.9 | -3% | -11% | . | -4%
CCOc1cc(/C=C2\SC(=S)N(NC(=O)c3cccnc3)C2=O)ccc1O | 1 | 538 | 4% | 4% | 15% | i | 0.3 | -10% | . | -6.1% | 33%
NS(=O)(=O)c1ccc(NC(=O)COC(=O)c2ccco2)cc1 | 17 | 678 | 19% | -6% | 0.2% | i | 0.4 | 7% | 5% | -2.0% | 8%

Results, from the first entry:
SMILES | Hep lipid drop | Hep lipid drop cells 6.5 µM | NOD2 inhibition | LYP phosphatase | HIV peptide binding | Myeloid diff 2 | Myeloid diff 2 GFP+ MAC1+ % | Siah-1 displacement | NS5 inhibitors | XIAP displacement | AID2073
O=C(CN(CC1CCCO1)C(=O)CNS(=O)(=O)c1ccc(F)cc1)NCCc1ccccc1 (centres undefined) | -17 | 786 | 11% | -12% | -1.4% | i | 0.9 | -3% | -11% | . | -4%
CCOc1cc(/C=C2\SC(=S)N(NC(=O)c3cccnc3)C2=O)ccc1O | 1 | 538 | 4% | 4% | 15% | i | 0.3 | -10% | . | -6.1% | 33%
NS(=O)(=O)c1ccc(NC(=O)COC(=O)c2ccco2)cc1 | 17 | 678 | 19% | -6% | 0.2% | i | 0.4 | 7% | 5% | -2.0% | 8%
O=C(CSc1ccc2c(c1)OCCO2)NCc1ccccc1 | 13 | 731 | 1% | -8% | 2.6% | i | 0.5 | 10% | -7% | -5.7% | -5%
Cc1ccc(-c2csc3nc(SCC(=O)Nc4ccc(Cl)c(C(=O)O)c4)[nH]c(=O)c23)cc1 | -6 | 760 | 6% | -8% | 50% | ? | . | -4% | 37µM* | . | 7%
C/C(Cc1ccccc1)=N\NC(=O)CNC(=O)c1cccc(Br)c1 | 17 | 690 | 12% | -9% | 2.2% | i | 0.5 | 5% | -8% | -1.9% | -3%
Cc1c(/C=N\NC(=O)c2c[nH]c3ccccc23)cnn1C | 5 | 695 | 15% | 4% | -2.1% | i | 0.3 | 2% | 0% | -6.7% | -6%
CC(C)(C)c1cn(-c2ccc(F)cc2)c(=S)[nH]1 | 13 | 827 | 12% | -7% | -1.9% | i | 2.3 | 28% | -16% | -21% | -5%
CCOc1ccccc1NC(=O)Nc1c(C)n(-c2ccccc2)c(=O)n1C | . | . | 10% | -1% | -1.4% | i | 0.8 | 5% | 3% | -3.6% | -1%
COC(=O)CSc1nnc(-c2ccccc2OC)o1 | -10 | 663 | 5% | -2% | -0.7% | i | 7.1 | 0% | -6% | 1.5% | -10%
Cc1ccc(-c2nnn(CC(=O)Nc3ccccc3N3CCOCC3)n2)cc1 | . | . | 0% | 2% | 3.7% | i | 11 | 3% | 1% | -6.4% | 0%
COC1C/C(=N\O)C2OC(c3ccccc3)OCC2O1 (centres undefined) | 2 | 735 | 20% | 0% | 1.8% | i | 0.3 | -2% | -10% | 0.4% | -2%
COc1ccccc1N(CC(=O)NCCSCc1ccccc1)S(=O)(=O)c1ccc(C)cc1 | -29 | 832 | 13% | 1% | -1.3% | i | 1.4 | 8% | -9% | . | 10%
COC(=O)c1ccc(C2Nc3cccc4cccc(c34)N2)cc1 | 2 | 664 | -34% | 1% | 33% | i | 0.3 | 108% | -3% | -1.9% | 55%
CCOC(=O)CNC(c1ccccc1)c1cc(Br)ccc1NC(C)=O (centres undefined) | -7 | 715 | -1% | -4% | 0.6% | i | 0.2 | 3% | -7% | 0.6% | 4%
CCOC(=O)c1ccc(Oc2nc(OC)nc(N(C)C)n2)cc1 | -19 | 674 | -1% | -4% | -0.6% | i | 0.3 | 4% | -2% | 0.1% | -5%
Nc1ccc(NS(=O)(=O)c2ccccc2)cc1 | 2 | 712 | 9% | -8% | -2.6% | i | 0.4 | 2% | 5% | -5.2% | 2%
Cc1cnc(C(=O)OCC(=O)Nc2ccc(C)c(S(=O)(=O)N(C)C)c2)cn1 | -2 | 718 | -5% | -6% | -1.4% | i | 0.3 | 10% | -12% | . | -3%
Cc1ccc(-c2nc3s/c(=C\c4ccco4)c(=O)n3n2)cc1 | . | . | 10% | 1% | 1.1% | i | 11 | -3% | 6% | -7.6% | 28%
CCOc1cc(C(=S)N2CCCC2)ccc1O | 1 | 830 | 0% | -8% | -0.6% | i | 0.7 | -2% | 3% | . | -20%
COc1cccc(CNC(=O)C2CCC(=O)N(CC3CCCCC3)C2)c1OC (centres undefined) | 4 | 665 | 17% | -12% | 0.0% | i | 0.5 | -3% | -2% | . | 3%
CC(NCc1ccc(-c2ccccc2)cc1)C(O)c1ccccc1 (centres undefined) | -64 | 632 | -4% | -3% | 0.2% | i | 0.6 | 2% | -1% | -6.6% | 1%
O=C(CS(=O)(=O)c1ccc(Cl)c(Cl)c1)Nc1ccccc1Cl | -12 | 612 | 11% | 5% | 0.9% | i | 2.1 | 5% | 3% | -8.7% | 13%
CCCCC(=O)Nc1ccc(S(=O)(=O)Nc2nccc(C)n2)cc1 | 5 | 670 | 8% | -6% | 0.6% | i | 0.2 | 2% | -4% | -3.1% | 6%
Cc1ccccc1Nc1nc2nonc2nc1N1CCOCC1 | -2 | 632 | 9% | 3% | -1.3% | i | 0.6 | 5% | -7% | -2.8% | 9%
Cn1c(Cc2ccccc2)nnc1SCC(=O)NCCc1ccccc1 | -8 | 736 | 18% | -4% | 4.2% | i | 0.5 | 2% | -5% | -1.6% | 25%
Cc1cc(C)c2cc(C)c(SCC(=O)NCc3ccco3)nc2c1 | -1 | 750 | 13% | -2% | 1.2% | i | 0.4 | 4% | 4% | -2.2% | 14%
CC1C(C#N)=C(N)OC2=C1C(=O)CCC2 (centres undefined) | . | . | 4% | -4% | 1.3% | i | 0.4 | 5% | -2% | 1.8% | 6%
CC(=O)Oc1cc2c(C(C)=O)coc2c2ccccc12 | 6 | 725 | -50% | -6% | -1.4% | i | 0.7 | 1% | -7% | -7.9% | 2%
Cc1ccc2cccc(NC3OC(=O)c4ccccc43)c2n1 (centres undefined) | -10 | 609 | 15% | -9% | 14% | i | 0.7 | 87% | -1% | -2.0% | 19%
Oc1cc(OCc2ccccc2)ccc1-c1[nH]ncc1-c1ccccc1 | 1 | 688 | 0% | 0% | -0.3% | i | 0.6 | 1% | -6% | . | 12%
COc1cccc(-n2ccn(CC(=O)NCCc3ccccc3)c(=O)c2=O)c1 | 2 | 760 | 9% | -3% | -0.5% | i | 1.2 | -2% | -2% | . | -6%
CNC(=S)NNC(=O)c1c(C)nc2cc(C)ccn12 | 32 | 684 | 6% | -6% | -1.2% | i | 0.7 | 14% | -2% | . | 1%
COc1ccc(C(C)=O)cc1CSc1nnc(Nc2ccc(C)cc2C)s1 | 90* | 382* | 8% | -6% | 0.2% | i | 0.3 | -2% | 2% | -1.1% | 0%
COc1ccccc1CNC(=O)[C@H](C)N1C(=O)N2CCc3c([nH]c4ccccc34)[C@@]2(C)C1=O | . | . | 15% | -6% | -0.4% | i | 3.9 | 7% | -4% | . | 10%
Cn1c(C(=O)N2CCCC(C(=O)NCc3ccccc3)C2)cc2sccc21 (centres undefined) | -22 | 675 | 17% | -11% | -1.1% | i | 2.6 | -2% | -8% | . | 3%
COc1ccccc1NC(=O)Cn1cnc2c(cnn2-c2ccccc2)c1=O | . | . | 1% | -1% | -1.9% | i | 0.5 | -1% | 0% | 4.6% | 27%
Cc1cc(NS(=O)(=O)c2ccc(NC(=O)CSc3nc4sc(C)c(C)c4c(=O)[nH]3)cc2)no1 | -25 | 665 | -9% | 0% | 29% | i | 0.1 | -4% | 82µM* | -4.4% | 18%
COc1ccccc1CN1CCC(n2nccc2NC(=O)c2ccccc2Cl)CC1 | 17 | 743 | 15% | -12% | -0.9% | i | 1.4 | 0% | -10% | . | 0%
CCCOc1ccc(N2C(=O)CC(NCc3cccs3)C2=O)cc1 (centres undefined) | -6 | 734 | 9% | -3% | -1.4% | i | 0.8 | 4% | -2% | -2.7% | -1%
Cc1[nH][nH]c(=O)c1C(c1cc(Br)ccc1O)c1c(C)[nH][nH]c1=O | 20 | 839 | 1% | -9% | -0.3% | i | 0.4 | 5% | 0% | . | 6%
Cn1ncc(Cl)c(Oc2ccc(Cl)cc2)c1=O | 9 | 537 | 18% | -2% | 2.2% | i | 0.7 | 3% | -12% | -4.0% | 4%
Cc1ccc(NC(=S)N2CCN(c3ncccn3)CC2)c(C)c1 | 14 | 721 | 0% | -6% | -1.4% | i | 0.5 | 8% | 4% | 0.7% | -16%
COCCN(CCOC)Cc1cc(=O)oc2cc3c(cc12)CCC3 | . | . | 3% | -3% | -3.9% | i | 0.8 | -1% | 2% | -1.3% | -2%
CCCN1CCN(C(=O)Nc2ccc(C(=O)OCC)cc2)CC1 | -3 | 771 | -4% | -2% | -0.1% | i | 2.8 | 1% | 0% | 0.5% | -3%
CCOC(=O)N1CCN(Cc2nc3c(c(=O)n(C)c(=O)n3C)n2Cc2ccccc2)CC1 | 9 | 599 | 11% | -5% | -1.0% | i | 3.9 | 2% | -6% | -12% | 1%
O=C(CC(SCCO)c1ccc([N+](=O)[O-])cc1)c1ccco1 (centres undefined) | -3 | 766 | -6% | -8% | 1.9% | . | . | 4% | -14% | . | 9%
Cc1csc(NC(=O)CCc2nc3ccccc3s2)n1 | 1 | 700 | 5% | -6% | 3.2% | i | 1.0 | 9% | -4% | -0.8% | 14%
CCCSc1nnc(NC(=O)c2ccco2)s1 | -11 | 671 | -21% | 2% | 3.7% | i | 0.4 | 0% | -4% | -0.1% | 11%
COc1ccc(/C=C/C(=O)OCC(=O)NC(=O)NC(C)(C)C)cc1 | -6 | 728 | 12% | 1% | 0.1% | i | 0.7 | 0% | -7% | -6.9% | -4%
COc1ccc2cc(/C=N/NC(=O)c3c(Cl)cnn3C)c(Cl)nc2c1 | 2 | 738 | 12% | -9% | 2.0% | i | 0.7 | -6% | 1% | -7.2% | 11%
O=C1N/C(=C/c2ccsc2)C(=O)N1c1ccccc1 | -34 | 576 | -23% | -5% | -0.2% | i | 0.3 | 11% | 11% | -7.9% | -3%
OCCCc1nc2n(n1)C(c1ccccc1)C=C(c1ccccc1)N2 (centres undefined) | . | . | 5% | -4% | -1.4% | i | 1.5 | 1% | 3% | -4.7% | 40%
